# Source: PubChem (several laboratories)
# PREPL inh – inhibitors of human prolyl oligopeptidase-like enzyme PREPL | Q4J6C6 | recombinant PREPL, fluorescence polarization activity-based probe | inhibition, % at 5.96 µM | hit rate 0.68% among 320,000 | AID 2751; in the data active = inhibition above about 43%;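 note: 0% = enzyme with DMSO and 100% = wells lacking enzyme; many of its hits are not listed in these tables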
# Target sequence (Q4J6C6 whole entry, looked up): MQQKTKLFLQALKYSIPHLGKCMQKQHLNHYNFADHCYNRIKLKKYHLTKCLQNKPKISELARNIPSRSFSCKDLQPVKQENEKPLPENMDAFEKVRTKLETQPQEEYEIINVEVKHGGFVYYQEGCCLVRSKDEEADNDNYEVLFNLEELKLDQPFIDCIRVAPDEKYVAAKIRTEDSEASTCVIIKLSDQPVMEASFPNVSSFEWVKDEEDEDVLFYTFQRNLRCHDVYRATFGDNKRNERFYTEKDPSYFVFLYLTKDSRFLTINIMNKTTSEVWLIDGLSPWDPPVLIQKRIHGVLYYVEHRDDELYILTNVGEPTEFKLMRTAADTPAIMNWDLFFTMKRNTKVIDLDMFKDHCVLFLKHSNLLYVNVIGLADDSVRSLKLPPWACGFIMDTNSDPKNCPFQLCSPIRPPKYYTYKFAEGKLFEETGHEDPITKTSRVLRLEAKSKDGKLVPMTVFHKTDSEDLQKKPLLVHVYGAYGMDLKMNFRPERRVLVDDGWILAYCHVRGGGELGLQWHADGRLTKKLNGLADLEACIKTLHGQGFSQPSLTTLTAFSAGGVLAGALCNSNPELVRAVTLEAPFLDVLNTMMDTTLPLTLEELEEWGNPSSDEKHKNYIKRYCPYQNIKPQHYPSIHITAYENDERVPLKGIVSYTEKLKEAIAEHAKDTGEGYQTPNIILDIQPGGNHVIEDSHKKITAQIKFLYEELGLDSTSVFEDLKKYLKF
# CTSL1 counter – counter-screen for PFM18AAP inhibitors: inhibitors of F. hepatica cathepsin L1. recombinant F. hepatica cathepsin L1, Z-Leu-Arg-MCA fluorescence. inhibition, % at 5.96 µM. hit rate 0.49% among 300,000;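 active = inhibition above the mean of all tested compounds plus 3 SD, set per screening campaign, cut at about 17% in these data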;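 note: 0% = plate median of test compound wells and 100% = 1 µM Z-Phe-Ala-diazomethylketone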
# HCV core dimer – HCV core protein dimerization inhibition; TR-FRET GST/Flag-core106 dimerization, 1536-well; inhibition, % at 5 µM; hit rate 0.33% among 300,000; AID 1899;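 active = inhibition above the mean of all tested compounds plus 3 SD, set per screening campaign, cut at about 45% in these data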
#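 Assay system – GST-tagged and Flag-tagged HCV core protein residues 1-106 · Quantity – core106 proteins, GST 13.5 nM and Flag 17 nM · Benchmarks – unlabelled core106 and no-GST-core106 wells · Read-out basis – percent inhibition of core106 dimerization signal · Detection – time-resolved FRET, ex 340 nm, em 617 and 671 nm · Schedule – 4 h at 22.5 °C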
# EBNA-1 inh – blocks EBNA-1 binding to DNA; EBNA-1 DNA binding, fluorescence polarization; inhibition, % at 14.8 µM; AID 1950; hit rate 0.34% among 300,000; in the data active = inhibition above about 28%
# TPT1 inh – inhibitors of Candida albicans tRNA 2'-phosphotransferase TPT1. recombinant caTPT1, FP RNA substrate dephosphorylation. inhibition, % at 5 µM. hit rate 0.81% among 300,000;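 active = inhibition above the mean of all tested compounds plus 3 SD, set per screening campaign, cut at about 24% in these data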;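 note: plate controls were DMSO alone for no effect and ferristatin control at 100 nM for full effect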
# PP1 inh – blocks human PP1-alpha phosphatase, a PP5 counter-screen; P62136; purified PP1alpha, OMFP fluorescence; inhibition, % at 6.7 µM; hit rate 0.9% among 320,000; AID 2235;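 active = inhibition above the mean inhibition of all tested compounds plus 3 SD, computed separately for each screening campaign, cut at about 15% in these data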
# Target sequence (P62136 whole entry, looked up): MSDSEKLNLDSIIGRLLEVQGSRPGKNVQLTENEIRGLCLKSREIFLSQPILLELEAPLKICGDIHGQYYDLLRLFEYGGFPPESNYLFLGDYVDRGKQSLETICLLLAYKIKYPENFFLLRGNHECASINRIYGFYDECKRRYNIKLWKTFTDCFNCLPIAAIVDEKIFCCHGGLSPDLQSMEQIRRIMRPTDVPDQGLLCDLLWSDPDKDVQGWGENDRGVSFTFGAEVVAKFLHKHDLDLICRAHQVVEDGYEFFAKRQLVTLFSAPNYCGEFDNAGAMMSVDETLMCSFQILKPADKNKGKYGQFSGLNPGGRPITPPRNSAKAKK
# ZTA DNA inh – ZTA (EBV) inhibition in EBNA-1 counter-screen. P03206. ZTA-DNA binding, fluorescence polarization. inhibition, % at 11 µM. hit rate 0.15% among 320,000; in the data active = inhibition above about 33%
# Efflux pump inh – inhibitors of Candida antifungal efflux pumps expressed in yeast | inhibition, % at 10 µM | S. cerevisiae Candida pump triplex, Nile Red efflux | hit rate 0.44% among 330,000 | AID 485275;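 active = plate passing quality check with inhibition over a set limit, or well fluorescence over plate mean plus 4 SD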;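 note: Nile Red retained in pooled yeast measured as flow cytometry median fluorescence; 0% = buffer negative control and 100% = Enniatin B positive control; higher means more Nile Red kept so more efflux inhibition; some compounds called inactive have numbers as strong as hits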
# PP5 primary – PP5 (human) phosphatase inhibition | P53041 | purified PP5c, OMFP substrate fluorescence | inhibition, % at 6.7 µM | hit rate 0.18% among 320,000;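 active = inhibition above the campaign's mean inhibition across all tested compounds plus 3 SD, cut at about 9.5% in these data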;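 note: 0% = DMSO only and 100% = 100 µM cantharidin control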
# Numbers without * were called inactive; . = not tested or not shown. Not all compounds are listed. The share of hits here may be higher or lower than overall.
smiles,CTSL1 counter,HCV core dimer,Efflux pump inh,EBNA-1 inh,PP5 primary,ZTA DNA inh,TPT1 inh,PP1 inh,PREPL inh
COCCN1CN(S(=O)(=O)c2cccc(Cl)c2)c2nc3ccccc3nc21,2,10,0.1,17,-2.4,1,-5,-3,4
Cc1cc(C)n(-c2cc(-c3ccccc3)nc(C)n2)n1,-1,-6,0.0,-2,2.5,-2,0,-1,-6
Cc1cc(C)nc(N/N=C/c2cc(C)n(CC(F)(F)F)c2C)n1,-5,6,0.1,-9,1.0,-2,-2,-4,9
CC1CCN(S(=O)(=O)c2ccc(C(=O)Nc3ccccn3)cc2)CC1,0,2,0.0,15,-0.3,9,-4,-3,3
O=C1NC2(CCCCCC2)N=C1c1ccc(F)cc1,-5,-1,0.4,-16,-5.7,3,3,4,-5
COC(=O)C1CCN(c2ccc(Cl)nn2)CC1,3,0,0.3,-1,-0.1,-3,-3,-3,5
COc1cc2cc(CCOC(=O)c3ccco3)oc(=O)c2cc1OC,.,.,-0.3,.,-0.3,6,.,-1,-2
CC(=O)n1c(-c2ccccc2)c(-c2ccccc2)n(C)c1=O,-7,-1,0.0,5,-0.2,-6,3,-5,-2
C=CCn1c(Br)nc2c1c(=O)[nH]c(=O)n2C,-2,-11,-0.1,13,0.1,0,-3,-3,5
O=C1c2cccnc2C(=O)N1C1CCCCC1,4,-5,-0.2,9,-2.5,4,-4,-3,11
CC(OC(=O)c1ccco1)C(=O)Nc1ccc(Cl)cn1 (stereo not drawn),-37,1,0.1,-7,0.2,-3,0,-3,13
O=C(c1cccc(C(F)(F)F)c1)N1CCCCCC1,0,-3,0.1,-14,3.8,7,-1,-1,4
COCC(=O)N1CCC(Oc2ccc(C(=O)NC(C)c3nc(C)sc3C)cc2)CC1 (stereo not drawn),0,4,0.3,13,-0.3,8,-2,-1,5
CCOC(=O)c1ccc(NC(=S)NN2CCN(C)CC2)cc1,-1,0,0.0,-6,0.5,-16,0,-1,-1
O=C(OCc1cc2ccccc2[nH]c1=O)c1ccncc1,-4,-1,0.1,-13,0.2,7,0,-2,5
COC/C=C/C1=CC2=CC(=O)C(C)(OC(=O)c3cnc4ccccc4n3)C(=O)C2=CN1c1ccccc1 (stereo not drawn),0,28,-0.1,3,1.6,-12,-4,13,12
CSc1ccccc1C(=O)OCC(=O)N1CCCC1=O,.,.,0.0,.,-1.6,-6,.,-5,-1
CCOc1ccc(OCC)c(NC(=O)CCn2cccc2)c1,-1,2,0.0,2,0.1,16,-5,-2,14
O=C(Nc1nc(-c2cc(Cl)sc2Cl)cs1)c1cccs1,0,4,0.3,-18,4.3,3,-1,0,4
Nc1ncnc(N(c2ccccc2)C2CCCCC2)c1[N+](=O)[O-],6,-1,-0.3,16,-1.0,8,-3,1,9
Cc1ccc(S(=O)(=O)N2CCOCC2)cc1C(=O)N(C)CCOc1ccc(Cl)cc1,-2,-1,-0.1,4,3.5,5,-1,-1,19
Cc1cc(Br)c2c(c1)C1(OCCO1)C(=O)N2,-2,9,-0.2,-4,1.1,-4,-4,1,10
Cc1ccc(NC(=O)CN(C)C(=O)c2ccc(C(F)(F)F)cc2)cc1,3,-12,-0.1,-8,5.1,-13,-4,-1,7
Cc1cc(NC(=O)c2cncc(Br)c2)no1,4,-2,0.0,7,-1.7,-10,-2,-1,-10
Cc1oc(-c2ccccc2)nc1C(=O)OCC(=O)NC(=O)NCC(C)C,2,9,0.3,1,1.4,1,-3,-1,2

# The list continues:
smiles,CTSL1 counter,HCV core dimer,Efflux pump inh,EBNA-1 inh,PP5 primary,ZTA DNA inh,TPT1 inh,PP1 inh,PREPL inh
CC(CCc1ccccc1)NC(=O)C1CCCN(c2nnc(-n3cccc3)s2)C1 (stereo not drawn),-2,11,0.0,0,1.2,3,-1,4,14
Cc1cc2oc(=O)cc(C)c2cc1NC(=O)CCl,79*,0,0.0,-16,-1.1,3,-2,0,6
COc1ccc(CN2CC(C(=O)N3CC(C)CC(C)C3)CC2=O)cc1 (stereo not drawn),-2,0,-0.1,-2,2.0,-6,-3,-4,5
Cc1ccccc1-c1cc(C(=O)O)n(CC2CC(c3cccnc3)=NO2)n1 (stereo not drawn),.,.,-0.1,.,-2.1,-8,.,-5,20
COc1ccccc1CNC(=O)c1cccc(N(C)C)c1,-2,-2,0.0,7,2.1,9,2,3,-3
Cn1nnnc1SCC(=O)N1CCN(c2ccccc2)CC1,4,3,0.2,-7,-2.8,-3,-1,-10,14
CCCOc1ccc(C(=O)NC(=S)NNC(=O)c2c(-c3ccccc3)noc2C)cc1,-1,1,-0.1,-10,2.9,-11,-6,18*,26
Cc1cc(C)nc(Nc2ccc(Br)cc2C(=O)O)n1,0,10,-0.6,15,-0.4,-3,-1,1,1
COc1ccc(CNC(=O)c2ccc(Cn3cc(Br)cn3)o2)cc1,-2,-1,0.0,-11,3.4,-15,-3,1,-9
COc1ccc2c(COC(=O)CC3Sc4ccccc4NC3=O)cc(=O)oc2c1 (stereo not drawn),-56,30,0.0,8,3.6,-7,-1,10,-109
O=C(/C=C/c1ccccc1[N+](=O)[O-])NCc1cccnc1,1,-7,0.0,6,0.6,-4,-4,-2,3
COc1ccc(-c2cc(-c3ccccc3)n[nH]2)c(O)c1,-1,-2,0.0,0,3.1,18,-1,2,-26
CN(CC(=O)N1CC(=O)N(CCc2ccccc2)C(=O)C1)S(=O)(=O)c1cccc2nsnc12,2,-2,-0.1,12,0.5,1,-1,2,3
Cc1ccccc1N1CC(C(=O)Nc2ccc(S(=O)(=O)N3CCCC3)cc2)CC1=O (stereo not drawn),-4,-3,0.1,-5,0.3,12,0,-2,-2
CCOC(=O)N1CCN(C(=O)CN2C(=O)COc3ccc(C)cc32)CC1,-1,-1,-0.1,6,-2.8,4,-5,-2,10
COc1ccc(Cn2c(C(C)C)nc3sc4ccccc4c(=O)c3c2=O)cc1,-1,16,-0.1,0,-0.8,-2,0,-4,-3
CCCCc1nnc(NC(=O)CCSc2ccccc2)s1,-2,1,-0.1,-8,0.7,-22,-1,3,1
CC(C)(Oc1ccc(Cl)cc1)C(=O)NC1CC1,-2,-6,0.0,-3,2.5,8,-1,-3,-8
CCNC(=S)N1CCN(c2cccc(C(F)(F)F)c2)CC1,3,4,-0.1,8,3.8,-5,-2,2,-10
COc1ccc(Cc2nnc(SCC(=O)Nc3ncc(C)s3)o2)cc1,1,1,-0.2,9,-2.6,-6,-4,-2,-1
CCOc1cc(CNCc2cccs2)cc(Br)c1OCC,-8,-3,0.1,-11,-2.2,-2,-4,-11,1
O=C1N(Cc2cccnc2)C[C@@H]2C[C@@H](c3ccccc3C#Cc3ccccc3)N3CCC[C@@]123,-7,8,0.0,-12,0.7,-2,-1,0,10
c1ccc2sc(-c3ccncc3)nc2c1,1,-1,-0.1,17,-1.2,-6,-3,1,-13
CSc1ccc(CNC(=O)Cc2ccc(NC(=O)C3=C(C)OCCS3)cc2)cc1,-4,10,-0.1,5,6.1,-14,-4,-2,-3
CCCCn1c(N)c(N(CC)C(=O)c2ccc(C)cc2)c(=O)[nH]c1=O,1,-6,0.0,-9,0.0,9,3,-1,14

# Following part.
smiles,CTSL1 counter,HCV core dimer,Efflux pump inh,EBNA-1 inh,PP5 primary,ZTA DNA inh,TPT1 inh,PP1 inh,PREPL inh
Cc1c(NC(=O)c2cccc(NC(=O)c3ccco3)c2)cccc1C(=O)O,2,4,0.1,4,-0.7,-3,1,-3,-1
Cc1ccccc1C(=O)Nc1ccc(C(=O)N/N=C/c2ccc(O)c(Br)c2)cc1,2,0,-0.2,0,2.0,17,2,2,6
COc1ccc(CCNC(=O)/C=C/C(=O)O)cc1OC,-4,-1,0.0,7,0.0,-11,-3,-4,2
CN(C)/C=C1\SC(=S)N(N2C(=O)C3C4C=CC(C4)C3C2=O)C1=O (stereo not drawn),7,2,-0.1,-12,-0.1,-6,2,-2,14
c1cncc(-c2nnc(-c3cccnc3)nn2)c1,2,-18,0.2,15,-0.2,0,-1,0,1
COc1ccccc1/C=C/C=N/NC(=O)CN1CCN(S(=O)(=O)c2ccc(C)cc2)CC1,6,-1,-0.3,2,-1.0,4,-1,2,9
COc1ccc(C)cc1N(C(=O)CNC(=O)c1ccco1)C(C(=O)NCC1CCCO1)c1ccccc1 (stereo not drawn),-2,12,0.2,8,0.8,9,-2,1,0
OCCCc1n[nH]c(=S)n1-c1ccccc1,0,4,0.0,-1,-3.2,3,2,-1,1
O=C(NC1CCCC1)c1cc2nc(-c3ccco3)cc(C(F)(F)F)n2n1,7,13,0.0,13,-1.3,12,-1,-4,3
NC(Cc1ccc(Oc2ccc(O)cc2)cc1)C(=O)O (stereo not drawn),4,5,0.0,3,-1.7,10,-3,-2,6
COc1ccc(SCCc2ccncc2)cc1,-1,-4,0.0,-4,-0.2,-10,-1,-1,-2
COc1ccc(N2CCN(C(=O)CSc3nnc(COc4cccc5cccnc45)o3)CC2)cc1,0,3,0.0,7,0.5,2,1,1,-2
COc1cccc(/C=N/n2nnnc2N)c1,4,1,0.0,-11,2.8,-5,1,0,19
COc1nc(-c2cccc([N+](=O)[O-])c2)nc2ccccc12,-1,4,-0.1,5,-1.0,12,-4,-1,1
O=C(NC(=O)c1cccc(F)c1)Nc1nc(-c2ccc(F)cc2)cc(C(F)(F)F)n1,-1,-1,0.0,-5,2.2,5,1,-3,0
CNc1ccn(C2CCCO2)c(=O)n1 (stereo not drawn),3,5,0.0,-8,4.0,-1,1,1,1
O=C(CCSc1nccn1Cc1ccccc1)N1CCOCC1,-3,-1,-0.2,5,2.8,-5,-2,-2,18
CC1CCN(CCc2nc3cc(NC(=O)COc4ccc(Cl)cc4)ccc3n2C)CC1,6,1,0.5,-5,-2.6,-3,1,3,31
Cc1cc(C)nc(N2CCC(C(=O)O)CC2)n1,2,-10,0.1,2,0.8,6,-1,-2,6
Cc1ccc(CN2CCN(/N=C/c3sccc3C)CC2)c(C)c1,-2,-2,0.1,-17,1.3,-2,6,1,7
Cc1ccc(S(=O)(=O)N2CCC[C@H]2C(=O)OC(C)C(=O)Nc2ncc(Cl)cc2Cl)cc1 (stereo partly drawn),-13,-1,0.1,-3,-0.3,2,-2,1,2
CC1(C)CC(=O)c2cc(C(=O)O)c(=O)n(-c3ccccc3)c2C1,10,-2,-0.1,-3,-2.7,-9,-5,6,17
COc1ccc(NC(=O)N2CCC(c3ccccc3)C2)c(OC)c1 (stereo not drawn),1,14,0.0,-3,-1.8,-5,-1,-1,12
CCN(CC(=O)Nc1ccc(Cl)c(C(F)(F)F)c1)CC(=O)NC1CCS(=O)(=O)C1 (stereo not drawn),0,-3,-0.1,-5,-0.5,0,-2,-4,10
O=C(NC1CCCCC1)C1CCCN(S(=O)(=O)c2cnc[nH]2)C1 (stereo not drawn),-3,-1,0.1,10,2.8,-6,-2,-6,15
CCOc1ccc(C(=O)Nc2ccc(Cc3ccncc3)cc2)cc1Br,1,15,0.2,-5,4.2,-6,1,4,-4

# Laid out differently: entries from further up.
> COc1cccc(/C=N/n2nnnc2N)c1
  CTSL1 counter = 4
  HCV core dimer = 1
  Efflux pump inh = 0.0
  EBNA-1 inh = -11
  PP5 primary = 2.8
  ZTA DNA inh = -5
  TPT1 inh = 1
  PP1 inh = 0
  PREPL inh = 19
> COc1nc(-c2cccc([N+](=O)[O-])c2)nc2ccccc12
  CTSL1 counter = -1
  HCV core dimer = 4
  Efflux pump inh = -0.1
  EBNA-1 inh = 5
  PP5 primary = -1.0
  ZTA DNA inh = 12
  TPT1 inh = -4
  PP1 inh = -1
  PREPL inh = 1
